RPL19A TOR yeast: RPL19A-GFP expression modulators in yeast, primary screen, cell-based, S. cerevisiae, multiplex flow cytometry, MLPCN; percent response vs DMSO, % at 10 µM; S. cerevisiae RPL19A-GFP strain, 3 h; stronger effect = lower value; 0.3% of 330,000 active; AID 2025, 2009;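 active means percent response vs DMSO below 50%; inconclusive means fewer than 70 events counted for the yeast strain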;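 further: median channel GFP fluorescence of the barcoded RPL19A-GFP strain; ratio of sample median GFP to plate DMSO average so 100% = DMSO; lower means less RPL19A-GFP as with rapamycin TOR inhibition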
AGP1 TOR yeast: modulators of AGP1-GFP expression in yeast TOR pathway, primary screen, cell-based, multiplex flow cytometry, S. cerevisiae, MLPCN library. 3 h; GFP as percent of DMSO wells. 0.02% of 320,000 active. GFP response vs DMSO, % at 10 µM;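 active means GFP response relative to DMSO above a set limit, near screen average plus 3 SD, cut at about 150% in these data; inconclusive means fewer than 70 cells counted for the yeast strain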;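 further: median GFP channel fluorescence of the gated AGP1 strain per well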
CR mimetic SO: reduction of superoxide in aged yeast, primary screen, HTS. S. cerevisiae aged cells, superoxide DHE fluorescence; stronger effect = lower value. 0.18% of 330,000 active. superoxide response (% of plate mean), % at 10 µM. AID 2690, 2010;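 active means superoxide response under a set limit, about three screen SD below normal, cut at about 65% in these data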;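 further: yeast aged for seven days with compound at 30 °C before DHE staining; 100% = average MFI of all compound-treated wells on the plate with controls excluded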
LAP4-GFP MLPCN: modulators of LAP4-GFP expression in yeast, primary screen, S. cerevisiae, multiplex flow cytometry, MLPCN library | 3 h; median GFP as percent of DMSO wells | GFP response vs DMSO, % at 10 µM | 0.34% of 320,000 active | AID 2023, 2009;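 active means GFP response vs DMSO above a set limit, about the screen mean plus 3 SD, cut at about 150% in these data; inconclusive means under 70 cell events counted for the yeast strain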
CIT2-GFP yeast: modulators of CIT2-GFP expression in yeast, primary screen, S. cerevisiae, GFP fusion, multiplex flow cytometry, MLPCN library. S. cerevisiae CIT2-GFP strain, 3 h; 100 means same as DMSO wells. AID 2029, 2009. GFP response vs DMSO, % at 10 µM. 0.065% of 320,000 active;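 active means GFP response relative to DMSO above a set limit, near the screen mean plus 3 SD, cut at about 150% in these data; inconclusive means Fewer than 70 cells measured for a yeast strain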;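 further: ratio of well median GFP fluorescence to mean of DMSO wells on the plate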
MEP2-GFP yeast: modulators of MEP2-GFP levels in yeast, primary screen, S. cerevisiae, multiplex flow cytometry, MLPCN library; 0.51% of 330,000 active; GFP response vs DMSO, % at 10 µM; AID 2016, 2009; S. cerevisiae MEP2-GFP strain, 3 h; 100% = DMSO control level;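 active means GFP response versus DMSO above a set limit, roughly screen mean plus 3 SD, cut at about 180% in these data; inconclusive means fewer than 70 cells counted for a yeast strain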;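 further: median GFP fluorescence of the barcode-gated MEP2-GFP cells per well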
AHR activator: AHR activators, primary screen, cell-based, luminescence, luciferase reporter, human; Aryl hydrocarbon receptor (Homo sapiens), P35869; AHR-responsive luciferase reporter cells; activation, % at 5 µM; 2.5% of 320,000 active; in the data active means activation above about 47%;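 further: 0% = vehicle wells and 100% = reference agonist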
Target sequence (P35869 whole entry, looked up): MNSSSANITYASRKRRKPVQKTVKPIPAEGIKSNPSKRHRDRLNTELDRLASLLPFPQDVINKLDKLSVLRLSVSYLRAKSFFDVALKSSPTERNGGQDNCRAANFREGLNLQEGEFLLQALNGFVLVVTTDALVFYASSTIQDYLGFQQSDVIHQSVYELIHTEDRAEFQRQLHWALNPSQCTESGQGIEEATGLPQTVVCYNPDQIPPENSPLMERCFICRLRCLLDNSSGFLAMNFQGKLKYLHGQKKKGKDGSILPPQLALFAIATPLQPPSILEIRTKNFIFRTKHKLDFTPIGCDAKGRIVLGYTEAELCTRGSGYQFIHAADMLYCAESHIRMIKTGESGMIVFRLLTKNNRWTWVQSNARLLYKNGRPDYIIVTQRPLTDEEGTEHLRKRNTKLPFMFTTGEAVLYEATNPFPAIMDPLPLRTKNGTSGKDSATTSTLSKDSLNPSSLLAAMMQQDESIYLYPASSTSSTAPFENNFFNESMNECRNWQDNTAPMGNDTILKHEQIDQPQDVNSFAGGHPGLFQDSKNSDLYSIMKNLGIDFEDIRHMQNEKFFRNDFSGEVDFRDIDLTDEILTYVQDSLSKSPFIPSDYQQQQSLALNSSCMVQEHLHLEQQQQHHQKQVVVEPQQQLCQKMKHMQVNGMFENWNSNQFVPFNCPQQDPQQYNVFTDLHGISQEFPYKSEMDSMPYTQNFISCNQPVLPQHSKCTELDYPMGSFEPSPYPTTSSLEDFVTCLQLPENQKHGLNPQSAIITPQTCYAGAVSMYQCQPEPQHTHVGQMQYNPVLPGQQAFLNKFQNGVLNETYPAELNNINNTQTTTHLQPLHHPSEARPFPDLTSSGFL
Efflux pump inh: inhibitors of Candida efflux pumps in yeast, primary screen, S. cerevisiae, Nile Red, multiplex; S. cerevisiae Candida pump triplex; inhibition, % at 10 µM; 0.44% of 330,000 active;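 active means plate passing quality check with inhibition over a set limit, or well fluorescence over plate mean plus 4 SD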;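 further: Nile Red retained in pooled yeast measured as flow cytometry median fluorescence; 0% = buffer negative control and 100% = Enniatin B positive control; higher means more Nile Red kept so more efflux inhibition; some compounds called inactive have numbers as strong as hits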
Starred values were filed as active, the others as inactive; i = inactive; ? = inconclusive; nt = not tested or not shown; [ ] = dose if it differs, or a comment.

| Structure | AGP1 TOR yeast | MEP2-GFP yeast | Efflux pump inh | CR mimetic SO | CIT2-GFP yeast | RPL19A TOR yeast | LAP4-GFP MLPCN | AHR activator |
| --- | --- | --- | --- | --- | --- | --- | --- | --- |
| COc1ccc(CN2C3CCC2CC(NC(=O)c2cc(OC)c(OC)c(OC)c2)C3)cc1 (stereo not drawn) | 93 | 90 | 0.0 | 92 | 102 | 91 | 82 | 0 |
| COc1ccc(Cl)cc1C(=O)NNC(=S)NC(=O)c1cc(-c2ccccc2)nc2ccccc12 | 104 | 99 | 0.0 | 96 | nt | 102 | 105 | 10 |
| CCN(CC)c1ccc(/C=N/NC(=O)c2ccco2)cc1 | 101 | 100 | -0.7 | 92 | 99 | 96 | 104 | 6 |
| CCOC(=O)c1[nH]c2ccc(Br)cc2c1NC(=O)CCN1CCN(C(=O)OCC)CC1 | 103 | 101 | -0.2 | 92 | nt | 97 | 99 | 15 |
| O=C(CN1C(=O)CSC1=O)c1ccccc1 | 97 | 97 | -0.2 | 110 | 89 | 95 | nt | 0 |
| CCOc1ccc(N(Cc2ccccc2F)C2=NC3CS(=O)(=O)CC3S2)cc1 (stereo not drawn) | 91 | 105 | 0.1 | 89 | 93 | 92 | 101 | 0 |
| COCCN(C(=O)COC(=O)c1sccc1C)c1c(N)n(Cc2ccccc2)c(=O)[nH]c1=O | 98 | 97 | 0.0 | 93 | 98 | 103 | 102 | 13 |
| COc1ccc(/C=C2/C(=O)ON=C2C)cc1Cl | 89 | 104 | 0.3 | 96 | 105 | 105 | 98 | 1 |
| COc1ccc(-c2cc(C(=O)NCc3cn(C)nc3C)c3ccccc3n2)cc1OC | 120 | 89 | 0.1 | 97 | 89 | 98 | 98 | 9 |
| O=C(/C=C/c1ccco1)N(Cc1cccc(F)c1)C1CCS(=O)(=O)C1 (stereo not drawn) | 102 | 99 | -0.1 | 118 | 99 | 99 | 92 | -1 |
| COc1ccc(N(CC(=O)Nc2cc(OC)c(OC)cc2C(=O)O)S(=O)(=O)c2c(C)noc2C)cc1 | 105 | 108 | -0.7 | 87 | 105 | 101 | 102 | 2 |
| COC(=O)C1=C(C)Nc2ncnn2C1c1ccco1 (stereo not drawn) | 105 | 103 | -0.1 | 108 | 108 | 101 | 105 | 1 |
| CCCS(=O)(=O)N1CCCC(C(=O)NCCCN(C)Cc2ccccc2)C1 (stereo not drawn) | 96 | 102 | 0.2 | 104 | 89 | 99 | 102 | 2 |
| COc1ccccc1C(=O)C1CCCN(C(=O)c2ccccn2)C1 (stereo not drawn) | 100 | 102 | 0.0 | 83 | 104 | 107 | 92 | -3 |
| CCCC(c1nnnn1Cc1ccco1)N1CCN(C(=O)c2ccco2)CC1 (stereo not drawn) | 93 | 97 | -0.1 | 103 | 103 | 101 | 100 | -1 |
| CCC(=O)/C=C1/Sc2ccc(OC)cc2N1CC | 90 | 96 | -0.1 | 81 | 100 | 96 | 102 | 4 |
| CCOC(=O)c1oc2ccccc2c1NC(=O)c1ccc(S(=O)(=O)N(C)C)cc1 | 100 | 99 | 0.0 | 93 | 105 | 99 | 103 | -1 |
| CC(OC(=O)CCN1C(=O)c2cccc([N+](=O)[O-])c2C1=O)C(=O)Nc1cc(Cl)cc(Cl)c1 (stereo not drawn) | 102 | 98 | -0.4 | 101 | 97 | 100 | 93 | 2 |
| Cc1cc(C)cc(OCCNC(=O)c2cc(S(=O)(=O)N3CCOCC3)ccc2F)c1 | 96 | 110 | 0.3 | 98 | 101 | 101 | 91 | 7 |
| O=C(c1ccc(F)cc1)C1CCN(Cc2ccc(F)cc2)CC1 | 106 | 101 | 0.0 | 111 | 101 | 105 | 105 | -1 |
| COc1ccc(CCC(=O)NCCS(=O)(=O)N2CCN(c3ccc(F)cc3)CC2)cc1 | 114 | 100 | -0.1 | 100 | 106 | 98 | 98 | 1 |
| COc1ccc(C(=O)N2CCCC2)cc1S(=O)(=O)N1CCOCC1 | 108 | 107 | -1.0 | 81 | 107 | nt | 97 | -3 |
| CC(C)S(=O)(=O)c1csc(NC(=O)Nc2ccc(Cl)cc2)c1 | 103 | 98 | 0.0 | 98 | 100 | 98 | 110 | 6 |
| CC(C)C(=O)Nc1cc2c(cc1C(=O)c1ccccc1)OCCO2 | 104 | 110 | -0.1 | 91 | 111 | 103 | 101 | 16 |
| O=C(O)CCC(=O)NNC(=O)CCCOc1ccc(Cl)cc1Cl | 106 | 96 | 0.0 | 89 | 99 | 98 | 96 | 6 |
| CCSc1ccc([C@@H]2[C@@H]3C(=O)N(CC)C(=O)[C@@H]3[C@]3(C(=O)OC)CCCN23)cc1 | 104 | 109 | -0.1 | 115 | 100 | 104 | 105 | 1 |
| CN(CC(=O)Nc1ccc(F)c(F)c1F)C(=O)C1CCN(C(=O)Nc2ccccc2)CC1 | 101 | 97 | 0.0 | 99 | 89 | 94 | 104 | -1 |
| O=C(COc1ccc(Cl)cc1Cl)N/N=C1\CCCc2ccccc21 | 104 | 101 | 0.3 | 90 | 101 | 98 | 102 | 11 |
| CC(C)(C)c1ccc(C(=O)N2CCN(c3ccc(N4CCOCC4)nn3)CC2)cc1 | 99 | 102 | -0.1 | 101 | 114 | 100 | 101 | 1 |
| O=C(CCC1CC(=O)Nc2ccccc21)NCc1ccccc1 (stereo not drawn) | 113 | 112 | -0.2 | 110 | 110 | 106 | 106 | 3 |
| CCCN(CCC)Cc1c(C(=O)OCC)nnn1-c1nonc1N | 88 | 99 | 0.1 | 107 | 90 | 101 | 93 | 0 |
| CCc1ccc(Nc2nnc(SCC(=O)NCCN3C(=O)CSC3=O)s2)cc1 | 95 | 100 | -0.2 | 98 | 99 | 104 | 85 | 7 |
| S=c1nccc(-c2ccc3c(c2)CCO3)[nH]1 | 105 | 93 | 0.0 | i | 86 | 93 | 132 | 13 |
| O=C(Nc1nc(-c2ccccn2)cs1)c1ccc(-c2ccccc2F)o1 | 24[may fluoresce violet] | 173[may fluoresce violet] | -0.4 | 97 | ? | 55[may fluoresce violet] | 170*[may fluoresce violet] | 36 |
| Fc1ccc(OCCOCCNCC2CCCO2)cc1 (stereo not drawn) | 102 | 102 | -0.1 | 91 | 87 | 97 | 113 | 1 |
| COc1cccc(-c2c(C(=O)N/N=C(\C)c3ccc(Cl)s3)nnn2-c2nonc2N)c1 | 94 | 104 | 4.6* | 81 | 100 | 100 | 93 | 18 |
| N=c1sccn1CC(=O)NCCc1ccc(Cl)cc1 | 99 | 107 | -0.2 | 124 | 94 | 98 | 101 | 2 |
| NC(=S)N/N=C/c1ccc(-c2cc(Cl)ccc2Cl)o1 | 75 | 89 | 0.0 | 118 | 65 | 98 | 124 | 2 |
| COc1cc(OC)cc(C(=O)Nc2ccc3c(c2)COC3=O)c1 | 99 | 103 | 0.0 | 95 | 99 | 95 | 100 | 6 |
| O=C(O)c1ccc(CSc2nnc(-c3ccccc3)n2-c2ccccc2)cc1 | 98 | 111 | -0.1 | 97 | 100 | 102 | 110 | 0 |
| O=C(CCNC(=O)N1CCn2c1nc1ccccc12)NCc1ccc(F)cc1 | 17 | 119 | -0.1 | 105 | 100 | 60 | 85 | 2 |
| CCN(CC)CCCNC(=O)c1cn(CC(C)C)c(=O)c2c1c1ccccc1n2C | 102 | 94 | -0.2 | 98 | 102 | 99 | 94 | 1 |
| Cc1ccc(C(=O)/C=C2\NCCNC2=O)cc1 | 93 | 95 | -0.1 | 104 | 91 | 99 | 110 | -1 |
| O=C(COC(=O)c1ccc(Cl)c(Cl)c1)NC1CCCC1 | 100 | 105 | 0.0 | 103 | 87 | 104 | 108 | -1 |
| CCCCNC(=S)N/N=C/c1cccc(OCC)c1O | 100 | 99 | 0.0 | 92 | 96 | 96 | 110 | 2 |
| C[C@H]1CN=C(Nc2ccccc2)N1CCCC1CCCC1 | 81 | 97 | -0.1 | 112 | 68 | 95 | 109 | 0 |
| CCc1ccccc1NC(=O)c1cnc2n(c1=O)CCS2 | 100 | 92 | 1.0 | 112 | 81 | 91 | 104 | 12 |
| O=C1NC2(CCC3(CC2)OCCO3)NN1c1ccc(Cl)cc1 | 98 | 92 | 0.0 | 110 | 107 | 94 | 117 | 37 |
| Cc1cc2occ(CC(=O)N(C)CC(=O)Nc3ccc(F)cc3)c2cc1C | 107 | 98 | -0.2 | 113 | 82 | 95 | 106 | 0 |
| CC(C)NC(=O)CSc1nc(N)c(-c2ccccc2)c(=O)[nH]1 | 104 | 100 | -0.1 | 99 | 110 | 101 | 107 | -1 |
| O=C(CSc1nnc2c(n1)[nH]c1ccc(F)cc12)Nc1ccccc1F | 106 | 110 | 0.0 | 100 | 108 | 105 | 103 | 3 |
| S=c1[nH]nc(-c2ccncc2)n1Cc1ccccc1 | 99 | 101 | 0.0 | 97 | 99 | 99 | 89 | -2 |
| Cc1nnc(SCC(=O)NC2CCCc3ccccc32)n1-c1ccccc1 (stereo not drawn) | 105 | 109 | 3.4 | 98 | 106 | 105 | 96 | -2 |
| O=C(CNS(=O)(=O)c1ccc2ccccc2c1)OCc1csc(-c2ccccc2)n1 | 92 | 95 | 0.1 | 94 | 92 | 99 | 85 | 8 |
| C[C@@H](NC(=O)c1cc2c([nH]c3ccccc32)c(-c2ccccc2)n1)C(=O)O | 100 | 104 | 0.1 | 95 | 103 | 104 | 93 | 10 |
| CN(C)c1ccc(/C=C/c2cc[n+]([O-])cc2)cc1 | 104 | 130 | -0.2 | 94 | 108 | 102 | 109 | 19 |
| O=C(CS(=O)(=O)c1cn(CC(=O)N2CCCC2)c2ccccc12)Nc1ccccc1 | 99 | 100 | 0.1 | 116 | 102 | 101 | 92 | -1 |
| Cc1ccc(-n2nc(C)cc2Nc2ncc(Cl)cc2Cl)cc1 | 102 | 101 | -0.2 | 115 | 92 | 102 | 97 | 44 |
| Cc1c(C(=O)O)c2cc(O)ccc2n1-c1ccccc1 | 106 | 107 | -0.1 | 101 | 106 | 100 | 109 | 2 |
| CN(C)c1ccc(/C=N/NC(=O)CNC(=O)c2ccncc2)cc1 | 102 | 110 | -0.1 | 111 | 97 | 111 | 74 | 5 |

Remaining list, next part:
| Structure | AGP1 TOR yeast | MEP2-GFP yeast | Efflux pump inh | CR mimetic SO | CIT2-GFP yeast | RPL19A TOR yeast | LAP4-GFP MLPCN | AHR activator |
| --- | --- | --- | --- | --- | --- | --- | --- | --- |
| COc1ccc(NC(C)=O)c2nc(C)c(C)nc12 | 91 | 99 | -0.2 | 90 | 98 | 100 | 99 | 11 |
| Cc1nn(C)cc1CNC(=O)CCC(=O)O | 109 | 109 | -0.2 | 97 | 114 | 104 | 114 | 0 |
| O=C(COC(=O)c1ccc(F)cc1)NCC1CCCCC1 | 103 | 100 | 0.1 | 110 | 92 | 103 | 109 | 0 |
| COc1cccc(NC(=S)Nc2ccc(O)cc2)c1 | 104 | 108 | 0.1 | 100 | 99 | 108 | 100 | 5 |
| O=C(COC(=O)[C@@H]1CCCN1S(=O)(=O)c1ccc(Cl)cc1)NC1CC1 | 95 | 101 | -0.1 | 93 | 100 | 97 | 97 | 1 |
| Cc1ccc(NC(=O)c2ccc(-c3nn(C)c(=O)c4ccccc34)cc2)cc1 | 89 | 96 | -0.1 | 103 | 95 | 94 | 92 | -4 |
| CC(=O)c1ccc(NC(=O)N2CCN(c3ccc(C)cc3)C(C)C2)cc1 (stereo not drawn) | 89 | 89 | 0.3 | 75 | 91 | 93 | 108 | 3 |

Compound activity (PubChem)
